Screens as filed in PubChem.
CBFb-RUNX1 inh: blocks binding between human CBF-beta and RUNX1. Potency, µM (highest dose often 59.8 µM), for inactives: at the top dose activity, negative = inhibition, usual class: inhibitors. 230,000 tested, under 10 active. AlphaScreen CBFb-His/RUNX1-biotin binding, biochemical. AID 1477; note: % of control where 0% means no effect
Target sequence (Q01196 whole entry, looked up): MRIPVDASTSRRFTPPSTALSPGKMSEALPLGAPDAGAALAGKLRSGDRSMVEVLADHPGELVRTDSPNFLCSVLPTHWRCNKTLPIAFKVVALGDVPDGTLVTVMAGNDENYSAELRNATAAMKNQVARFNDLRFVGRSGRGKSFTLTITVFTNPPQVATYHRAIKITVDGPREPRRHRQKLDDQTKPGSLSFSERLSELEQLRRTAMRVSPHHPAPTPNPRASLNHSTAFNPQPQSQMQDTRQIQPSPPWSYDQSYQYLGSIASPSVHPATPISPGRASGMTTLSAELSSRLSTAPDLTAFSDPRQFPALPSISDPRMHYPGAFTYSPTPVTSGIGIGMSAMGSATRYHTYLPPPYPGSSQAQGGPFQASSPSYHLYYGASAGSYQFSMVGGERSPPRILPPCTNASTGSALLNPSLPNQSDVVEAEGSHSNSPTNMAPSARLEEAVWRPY
Target sequence (Q13951 whole entry, looked up): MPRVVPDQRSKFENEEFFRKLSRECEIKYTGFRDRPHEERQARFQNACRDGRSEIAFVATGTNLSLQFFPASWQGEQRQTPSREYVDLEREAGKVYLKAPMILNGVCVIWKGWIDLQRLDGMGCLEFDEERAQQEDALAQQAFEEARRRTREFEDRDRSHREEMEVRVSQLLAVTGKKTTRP
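Proteins preincubated together for 20 min at RT before compound addition; 15 min later, nickel and streptavidin beads were added and left 90 min prior to AlphaScreen measurement.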
aGal spleen mod: alpha-galactosidase A (human) modulation | human spleen homogenate, 4MU-alpha-Gal fluorescence, 40 min | Potency, µM (series often up to 80 µM), for inactives: at the top dose activity change, negative = inhibition, actives largely listed as inhibitors | actives 0.008% (n = 240,000);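 note: potency is the fitted concentration of half-maximal effect; 0% = enzyme with vehicle and -100% = no enzyme basal signal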
Target sequence (P06280 32-429 limits assumed): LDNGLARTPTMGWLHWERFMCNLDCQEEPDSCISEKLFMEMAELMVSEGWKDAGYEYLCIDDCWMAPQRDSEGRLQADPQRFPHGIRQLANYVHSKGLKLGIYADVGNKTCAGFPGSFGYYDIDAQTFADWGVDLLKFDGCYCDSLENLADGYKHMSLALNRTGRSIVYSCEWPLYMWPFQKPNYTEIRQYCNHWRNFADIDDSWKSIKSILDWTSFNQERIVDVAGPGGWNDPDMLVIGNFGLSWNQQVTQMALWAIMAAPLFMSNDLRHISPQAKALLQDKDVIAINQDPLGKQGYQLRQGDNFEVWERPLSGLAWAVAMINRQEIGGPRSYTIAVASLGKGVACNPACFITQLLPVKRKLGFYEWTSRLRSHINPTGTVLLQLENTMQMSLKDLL
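Inhibition or activation of alpha-galactosidase in human spleen homogenate is scored by 4-MU fluorescence after 40 min at 37C, pH 5.0, with 1 mM substrate. AC50s come from concentration-response fitted to the Hill equation.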
IMPase Li cell: membrane-permeable IMPase blocker, potentiated with lithium. AID 1457. actives 0.35% (n = 210,000). CHO-M1 cells, IP1 TR-FRET (IP-One), carbachol + lithium. Potency, µM (titrated, usually from 59.4 µM), for the others: at the highest dose activity, negative = IMPase inhibition, actives largely listed as inhibitors;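 note: IP1 builds up when IMPase is blocked and the TR-FRET signal falls; potency is the fitted concentration of half-maximal effect; plate controls were basal vehicle for no effect and high inhibitor control for full effect; nearly all actives have a fitted effect of over 50% in size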
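Lithium-sensitised IP1 accumulation assay; M1-expressing CHO cells treated 30 min at 37C with compound. Competitive antibody detection by time-resolved FRET followed a 10 min room-temperature lysis step.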
LMNA splice mod: LMNA splicing modulation | HeLa LMNA splicing GFP/RFP minigene ratio, 48 h | Potency, µM (highest dose often 46.1 µM), without a hit: top-dose ratio change, negative = inhibition, hits mostly inhibitors | actives 0.01% (n = 200,000) | AID 1487; active = well fitted inhibition curve with a large enough effect in the signal ratio, with a control signal flat, not every such curve was filed as active; inconclusive = small, poorly fitted or top-dose-only effect, or effect the other way, or a change in a side signal; the % refers to the signal ratio; note: potency is the fitted concentration of half-maximal effect; % is set by controls: 0 for no effect and ±100 for the full control effect
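S3 HeLa cells stably expressing lamin A-EGFP splicing minigene plus DsRed2, 600 cells/well, 48 h compound exposure at 37C. Laser-scanning cytometry; analysed as GFP (500-530 nm)/RFP (575-640 nm) total intensity ratio; 0.5% DMSO vehicle.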
NPSR antag: neuropeptide S receptor (human) antagonism, cAMP; Q6W5P4; Potency, µM (top dose mostly 38.3 µM), for the others: top-dose activity change, negative = inhibition, actives largely listed as inhibitors; actives 1% (n = 220,000); CHO-NPSR cells, cAMP TR-FRET, antagonist mode; note: potency is the fitted concentration of half-maximal effect; % is set by controls: 0 for no effect and ±100 for the full control effect; nearly all actives have a fitted effect of over 50% in size; many of its hits are not listed in these tables
Epigenetic derep: regulators of epigenetic silencing causing reporter derepression in mouse cells; actives 0.2% (n = 280,000); Potency, µM (top dose mostly 53.9 µM), for the others: at the highest dose GFP activation, usual class: activators; murine LDR cells, GFP reporter derepression, 30 h; AID 1865; note: potency is the fitted concentration of half-maximal effect; % of control where 0% means no effect; nearly all actives have a fitted effect of over 60% in size
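GFP-positive cell count by laser-scanning cytometry (objects 20–120 um) after 30 h, 37 C compound exposure of murine LDR cells; reporter is CMV-GFP integrated at a silenced locus, inducible by HDAC or DNMT inhibitors.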
Luc counter: blocks Kinase-Glo luciferase, a counter-screen artifact | Q27757 | Potency, µM (series often up to 38.3 µM), for the others: top-dose activity change, negative = inhibition, actives largely listed as inhibitors | AID 1379 | actives 0.28% (n = 200,000) | Kinase-Glo luciferase, ATP luminescence, 8 min; note: potency is the fitted concentration of half-maximal effect; % is set by controls: 0 for no effect and ±100 for the full control effect; nearly all actives have a fitted effect of over 60% in size
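Inhibition of Kinase-Glo luciferase light generation was assessed at 10 uM ATP in pH 7.2 imidazole buffer, with luminescence measured after eight minutes at ambient temperature.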
Numbers without * were called inactive; ? = inconclusive; / = not tested or not shown; [ ] = remark or other dose. Unless noted, calls come from the whole dose curve; as a rule, active = well fitted curve in the direction sought with a large enough effect; inconclusive = small, poorly fitted or top-dose-only effect, or another doubt; inactive = no such curve, though single readings can be large; an effect the other way counts as inactive or inconclusive. An excerpt, so the mix of outcomes need not match the whole.

SMILES | CBFb-RUNX1 inh | aGal spleen mod | IMPase Li cell | LMNA splice mod | NPSR antag | Epigenetic derep | Luc counter
O=C(CN1CCN(CC(=O)c2ccc(F)cc2)CC1)Nc1ccccc1Cl | -3% | 8% | -1%[38.3 µM] | -1% | -25%[46.1 µM] | 0.0% | 1%
Cc1ccc(/C=N/n2c(C)cc(C)c(C#N)c2=O)cc1 | -20% | 4% | -5% | -4% | -3%[46.1 µM] | 1.0% | 1%
Cc1cc(Br)ccc1S(=O)(=O)n1ccnc1C | 5% | -11% | -2% | -3%[46 µM] | 8% | 1.1% | 0%
COc1ccc(-c2[nH]ncc2CNC(C)CCn2cccn2)c(F)c1 (centres undefined) | 10% | 0% | -6% | / | -2% | -0.2% | /
COc1cccc(C(=O)N(CN2CCCC2=O)c2cc(C)on2)c1 | -5% | -12% | -7%[38.3 µM] | 8%[0.0737 µM] | 0%[46.1 µM] | -0.9% | 1%
COc1ccccc1Nc1nc(NCCC(C)C)nc(N)c1[N+](=O)[O-] | -6% | 2% | / | / | 20% | -0.3% | /
COc1cccc(Cn2c(=O)c(-c3cccs3)nc3cnc(N4CCOCC4)nc32)c1 | / | -5% | -7% | 15% | / | / | /
COc1ccccc1C(O)(C(=O)NN(C(=O)c1ccccc1)c1ccccc1C)c1cccs1 (centres undefined) | 1% | 6% | 6%[38.3 µM] | 4% | -15%[46.1 µM] | -2.2% | -4%
Cc1nn(C(=O)c2ccco2)c(C)c1Sc1ccc([N+](=O)[O-])cc1 | 4% | 3% | 8%[38.3 µM] | 10% | -15%[46.1 µM] | 2.3% | 1%
CCCCNc1nc(NC)nc(Cl)c1SC | -7% | -15% | 2% | 11%[46 µM] | -27% | 5.2% | 1%
Cc1nnc(SCC(=O)Nc2cccc(S(=O)(=O)N(C)c3ccccc3)c2)s1 | -7% | 4% | -11% | ? | -10%[46.1 µM] | 0.0% | 6%
S=c1[nH]nc(COc2ccccc2)n1/N=C/c1ccncc1 | 22% | 6% | 6% | -8%[46 µM] | -30% | 0.1% | 3%
Cc1cc(NC(=O)c2ccc3c(c2)C(=O)N(CC(C)C)C3=O)no1 | 1% | 8% | / | / | 8% | 0.0% | /
CCCc1ccc(-c2cc(C(=O)NCCc3ccc(S(N)(=O)=O)cc3)c3ccccc3n2)cc1 | 4% | -8% | 13%[38.3 µM] | 7% | -25%[46.1 µM] | 1.3% | -12%
O=C(Nc1cccc(F)c1)N1CCC2(CC1)CCN(C(=O)c1ccco1)CC2 | / | -1% | 12% | / | / | / | 0%
Cc1ccc(NC(=O)C2(NC(=O)c3cccc(N4C(=O)CSC4c4ccccc4)c3)CCCCC2)cc1 (centres undefined) | -5% | -12% | 13%[38.3 µM] | -1% | ? | -0.6% | -5%
CC(C)=CC1C(C(=O)O)C1(C)C (centres undefined) | / | 4% | 3% | -5% | / | -0.4% | 1%
O=C(CN(Cc1ccccc1C(F)(F)F)C(=O)CNC(=O)c1ccco1)NC1CCCC1 | 1% | 0% | -6%[38.3 µM] | -1% | -9%[46.1 µM] | -0.9% | 15%
COc1ccc(N(CC(O)CN2CCCCC2)S(=O)(=O)c2ccc(C)cc2)cc1 (centres undefined) | 10% | -2% | 17%[38.3 µM] | 2% | -2%[46.1 µM] | 0.0% | 0%
Cc1nc(-c2cccc(S(=O)(=O)N3CCCCC3)c2)cs1 | 4% | -4% | / | / | -4% | 0.0% | /
CC(C)NC[C@@H](O)c1ccc(O)c(O)c1 | ? | 6% | -1% | 12% | 10% | -0.1% | -1%
Cc1cc(NCCC(C)C)n2nc(C)c(-c3ccccc3)c2n1 | 9% | 6% | 13%[38.3 µM] | ? | ? | 8.6% | -2%
O=C1CC(c2ccccc2)c2cc(O)ccc2O1 (centres undefined) | 10% | 3% | -2% | -9% | -9%[46.1 µM] | 1.2% | -4%
CC(CCc1ccccc1)NC(=O)CSc1nccc(=O)[nH]1 (centres undefined) | 2% | ? | -2%[38.3 µM] | 0% | -7%[46.1 µM] | 0.0% | 0%
Cn1c(CSCc2ccc(Cl)c(Cl)c2)n[nH]c1=S | -4% | 0% | 8% | ? | -1% | -0.9% | -1%

(continued)
SMILES | CBFb-RUNX1 inh | aGal spleen mod | IMPase Li cell | LMNA splice mod | NPSR antag | Epigenetic derep | Luc counter
Cn1c2[n+](c3ccc(Cl)cc3c1=O)Cc1ccccc1-2 | 9% | 9% | / | ? | -11% | 1.1% | /
CCOC(=O)C1CCN(C(=S)Nc2ccc(CC)cc2)CC1 | -3% | 1% | 1% | / | -15% | 3.9% | 1%
COc1cc(OC)cc(C(=O)N2CCN(c3ncccn3)CC2)c1 | -2% | 6% | -7%[38.3 µM] | -5% | -7%[46.1 µM] | -0.2% | -7%
Cc1ccccc1-c1nc(CSc2nc3c(c(=O)[nH]2)CCC3)c(C)o1 | -1%[2.36 µM] | -11% | -2% | 2% | 16% | -2.5% | 0%
CCOc1ccccc1OCC(=O)Nc1ccc(S(=O)(=O)Nc2nc(C)cc(C)n2)cc1 | 3% | 8% | 11%[38.3 µM] | 8% | -9%[46.1 µM] | 2.9% | -14%
CC(C)Nc1nnc(SCC(=O)Nc2ccc(F)cc2)s1 | 1% | -9% | 12%[38.3 µM] | 13% | 4%[46.1 µM] | 0.0% | -3%
CC(=O)NCCNC(=O)c1ccc(Sc2ccccc2)c([N+](=O)[O-])c1 | -7% | 5% | 13% | ? | -5% | 0.0% | 0%
O=C(O)CCCCCNc1nc(=S)[nH]c2ccccc12 | 5% | -5% | 8%[38.3 µM] | 1% | -15%[46.1 µM] | 3.3% | 13%
COc1ccc(N2C(=O)CSC23CCCCC3)cc1 | -5% | -2% | 13% | -10% | 6%[46.1 µM] | 0.8% | 1%
CC(=O)NC(Cc1ccccc1)C(=O)OCC(=O)c1ccc(F)cc1 (centres undefined) | -1% | -5% | 5% | 4% | 7% | -0.9% | 5%
COc1cc(/C=N/n2cnnc2)ccc1OCC(=O)N1CCOCC1 | 5% | 10% | -5% | 0% | 9% | 1.3% | 2%
CCS(=O)(=O)C(=C1Nc2ccccc2N1)S(=O)(=O)CC | 15% | 2% | 15% | -5% | -4%[46.1 µM] | -1.2% | 5%
Cc1onc(-c2ccccc2)c1CNS(=O)(=O)c1ccccc1[N+](=O)[O-] | 3% | -1% | / | / | -8% | 1.1% | /
COc1ccc(C(=O)NC(C)c2nnc(SCc3ccc(Cl)c(Cl)c3)n2C)cc1 (centres undefined) | -1% | -11% | -18%[38.3 µM] | 9% | -15%[46.1 µM] | -0.2% | -7%
COc1cc(/C=N/NC(=O)CCN2CCN(Cc3ccccc3)CC2)cc(OC)c1OC | -7% | -4% | 29% | ? | 20% | -1.3% | 0%
Cc1cc2ncn(C(=O)N3CCC(C)CC3)c2cc1C | 24% | -2% | 1% | -3% | 2%[46.1 µM] | 2.4% | -2%
CN(C)/C=C(/C(=O)c1ccc(Cl)c(Cl)c1)S(C)(=O)=O | 3% | 3% | -1% | 6%[46 µM] | 6% | 1.1% | -2%
N#Cc1ccc(NC(=O)Cn2c3[n+](c4ccc(C(F)(F)F)cc42)CCCCC3)cc1 | 1% | -11% | 11% | 12%[46 µM] | 3% | -0.3% | 0%
O=c1cc(-c2ccc(Cl)cc2)[nH][nH]1 | -15% | 10% | 19%[38.3 µM] | -9% | -4%[46.1 µM] | -5.4% | 1%
COc1ccc(/C=N\NC(=O)CCc2c(C)n[nH]c2C)c(OC)c1OC | 8% | 4% | 7% | 0% | 39% | 1.1% | 2%
C=CCNC(=O)c1ccccc1NC(=O)COc1ccccc1 | 1% | -3% | -10% | / | -10% | -1.7% | 3%
Cc1occc1-c1nnc(SCC(=O)Nc2nc3ccccc3s2)o1 | 4% | 2% | 28%[38.3 µM] | 0% | -1%[46.1 µM] | -1.1% | -3%
COC(=O)/C(=N/Nc1ccccc1)N1CCCc2ccccc21 | -11% | -1% | 15% | ? | -20% | -1.0% | 4%
O=C1CNC(=O)/C1=C/c1ccc(O)cc1 | ? | 5% | 20%[38.3 µM] | 4% | 1%[46.1 µM] | -0.5% | -23%
CCCC(=O)NCCc1c2n(c3ccc(OC)cc13)CCCc1ccccc1-2 | -18% | 10% | 29% | ? | ? | -1.2% | -3%

A run of entries taken from the entries so far, for reference:
SMILES | CBFb-RUNX1 inh | aGal spleen mod | IMPase Li cell | LMNA splice mod | NPSR antag | Epigenetic derep | Luc counter
Cn1c2[n+](c3ccc(Cl)cc3c1=O)Cc1ccccc1-2 | 9% | 9% | / | ? | -11% | 1.1% | /
CCOC(=O)C1CCN(C(=S)Nc2ccc(CC)cc2)CC1 | -3% | 1% | 1% | / | -15% | 3.9% | 1%

Further compounds.
SMILES | CBFb-RUNX1 inh | aGal spleen mod | IMPase Li cell | LMNA splice mod | NPSR antag | Epigenetic derep | Luc counter
CCCOc1ccc(C(=O)N/N=C/c2ccc(-c3ccc(S(=O)(=O)Nc4ncccn4)cc3)o2)cc1 | -2% | ? | -14%[38.3 µM] | -1% | -18%[46.1 µM] | 5.6% | 0%
N=C(N)N=Nc1c(O)[nH]c2ccc(Br)cc12 | 5% | 2% | 15% | -11%[46 µM] | -53% | -2.7% | 1%
CC(C)(Oc1ccc(Cl)cc1)C(=O)Nc1ncccn1 | 13% | 12% | -16%[38.3 µM] | 6% | 18%[46.1 µM] | -2.2% | 0%
COc1ccc(-n2c(SCC(=O)NNC(=O)c3ccc(C)cc3)nnc2-c2ccncc2)cc1 | -5% | 4% | -2% | -11% | 20% | 1.0% | -2%
CCOc1ccccc1Nc1nnc(SCC(=O)Nc2ccc3[nH]c(=O)[nH]c3c2)s1 | 0% | 3% | 11% | / | 10% | 1.1% | -1%
CN(C)S(=O)(=O)c1ccc2c(c1)C(CC(=O)O)OC2=O (centres undefined) | 4% | 5% | 14%[38.3 µM] | 13% | 4%[46.1 µM] | 0.9% | -1%
Cc1cccc(NC(=O)c2ccc3nsnc3c2)c1C | 5% | 0% | 4% | ? | 16% | 3.0% | -3%
Cc1cc(C)cc(NC(=S)N=Nc2c(O)n(C)c3ccc(S(=O)(=O)N4CCOCC4)cc23)c1 | -5% | -2% | -6% | ? | -2% | 0.0% | 1%
O=C(c1[nH]ncc1-c1cccc(Br)c1)C1CO1 (centres undefined) | 1% | 2% | / | / | 29% | 0.1% | /

Laid out differently: results already given.
COc1ccc(N(CC(O)CN2CCCCC2)S(=O)(=O)c2ccc(C)cc2)cc1 (centres undefined)
  CBFb-RUNX1 inh: 10%
  aGal spleen mod: -2%
  IMPase Li cell: 17%[38.3 µM]
  LMNA splice mod: 2%
  NPSR antag: -2%[46.1 µM]
  Epigenetic derep: 0.0%
  Luc counter: 0%
Cc1nc(-c2cccc(S(=O)(=O)N3CCCCC3)c2)cs1
  CBFb-RUNX1 inh: 4%
  aGal spleen mod: -4%
  IMPase Li cell: /
  LMNA splice mod: /
  NPSR antag: -4%
  Epigenetic derep: 0.0%
  Luc counter: /
